MsrA inhibitor – bovine MsrA enzyme inhibitors, primary screen, biochemical, absorbance, HTS; purified bovine MsrA, absorbance read-out; inhibition, % at 15.5 µM; 360,000 compounds, 0.75% hits; Methionine sulfoxide reductase A (Bos taurus); in the data active means inhibition above about 4.5%;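 further: 0% = vehicle wells with enzyme and 100% = reference inhibitor wells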
Tb MetRS inh – T. brucei MetRS inhibitors, primary screen, biochemical, luminescence; methionyl-tRNA synthetase (Trypanosoma brucei brucei); purified T. brucei MetRS, ATP depletion, Kinase-Glo luminescence; inhibition, % at 11.9 µM; 360,000 compounds, 0.4% hits;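 active means inhibition above a per-plate cutoff of the control wells' mean inhibition plus 3 SD, cut at about 5.5% in these data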;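 further: 0% = DMSO wells median and 100% = median of wells with control inhibitor compound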
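assay system = parasite MetRS enzyme | timing = 15 min preincubation, 2 h reaction, all 25 °C | evaluation = percent inhibition relative to median high and low control wells | medium = HEPES buffer containing pyrophosphatase, BSA, spermine, DTT | compound = single dose, 11.9 µM final nominal, 0.9% final DMSO | detection = Kinase-Glo luminescence, ATP depletion format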
Neddyl block – inhibitors of cullin neddylation, primary screen, biochemical, TR-FRET, uHTS, NAE and Ubc12 | NEDD8-conjugating enzyme Ubc12 (Homo sapiens) + NEDD8-activating enzyme E1 regulatory … | 360,000 compounds, 0.58% hits | calls only at 25 µM | AID 651699, 2012; in the data active means inhibition above about 36%
CSN inh – inhibitors of CSN-mediated cullin deneddylation, primary screen, biochemical, fluorescence polarization, uHTS; 360,000 compounds, 0.38% hits; inhibition, % at 12.5 µM; COP9 signalosome complex subunit 5 (Homo sapiens), Q92905; AID 651999, 2013; Purified CSN, SCF-Nedd8-OG deneddylation;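 active means pattern-corrected inhibition above about 35%, with an unprinted fluorescence ratio check between 0.5 and 1.5, limit read from the data, passing the limit was not always enough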;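 further: 0% = enzyme with substrate and 100% = substrate without enzyme; some results filed as inactive read as strong as hits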
Target sequence (Q92905 whole entry, looked up, one chain of several): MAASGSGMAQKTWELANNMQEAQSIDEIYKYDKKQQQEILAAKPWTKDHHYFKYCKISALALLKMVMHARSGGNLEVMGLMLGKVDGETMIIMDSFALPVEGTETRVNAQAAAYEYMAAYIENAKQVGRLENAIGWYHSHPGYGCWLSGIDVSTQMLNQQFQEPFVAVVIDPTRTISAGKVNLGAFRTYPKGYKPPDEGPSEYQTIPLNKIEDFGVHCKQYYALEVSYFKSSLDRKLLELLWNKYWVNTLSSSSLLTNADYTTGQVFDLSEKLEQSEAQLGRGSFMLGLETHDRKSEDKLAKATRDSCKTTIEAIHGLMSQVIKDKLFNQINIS
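Material: human Csn5 produced in HEK293T cells; Input: enzyme 0.24 nM; Reagent: SCFSkp2-Nedd8OG substrate at 10 nM final; Dosing: 12.5 µM compound; Incubation: 90 min reaction at room temperature; Detection: fluorescence polarization of the substrate; Evaluation: % inhibition of substrate cleavage by Csn5; Control set: substrate-only high control, full reaction low control.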
bovine MsrA act – bovine MsrA enzyme activators, primary screen, biochemical, absorbance, HTS; Methionine sulfoxide reductase A (Bos taurus); purified bovine MsrA, absorbance read-out; activation, % at 10.6 µM; 360,000 compounds, 0.3% hits; in the data active means activation above about 7.5%;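 further: 0% = vehicle and 100% = reference activator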
E coli Lon inh – inhibitors of E. coli Lon protease, primary screen, biochemical, fluorescence polarization; P0A9M0; purified E. coli Lon protease; inhibition, % at 7.94 µM; 360,000 compounds, 0.42% hits; in the data active means inhibition above about 13%, passing the limit was not always enough;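 further: 0% = enzyme with probe and DMSO and 100% = no enzyme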
FAS-TE inh – FAS thioesterase domain inhibitors, primary screen, biochemical, fluorescence intensity, uHTS | Fatty acid synthase (Homo sapiens), P49327 | recombinant FAS-TE, OMFH fluorogenic substrate, fluorescence endpoint | inhibition, % at 15 µM | 360,000 compounds, 0.67% hits;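 active means compounds whose normalised, plate-corrected inhibition of enzyme fluorescence in the single-dose primary screen is 50% or more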;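 further: 0% = DMSO with enzyme and 100% = substrate without enzyme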
PABP1 MLLE inh – inhibitors of PABP1 MLLE–PAM2 peptide binding, primary screen, biochemical, fluorescence polarization, FITC-PAM2, GST-MLLE; Polyadenylate-binding protein 1 (Homo sapiens), P11940; inhibition, % at 20 µM; 360,000 compounds, 0.36% hits; AID 588489, 2011; in the data active means inhibition above about 35%, passing the limit was not always enough;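 further: plate controls were DMSO wells with GST-MLLE for no effect and wells lacking GST-MLLE protein for full effect; some results filed as inactive read as strong as hits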
Target sequence (P11940 whole entry, looked up): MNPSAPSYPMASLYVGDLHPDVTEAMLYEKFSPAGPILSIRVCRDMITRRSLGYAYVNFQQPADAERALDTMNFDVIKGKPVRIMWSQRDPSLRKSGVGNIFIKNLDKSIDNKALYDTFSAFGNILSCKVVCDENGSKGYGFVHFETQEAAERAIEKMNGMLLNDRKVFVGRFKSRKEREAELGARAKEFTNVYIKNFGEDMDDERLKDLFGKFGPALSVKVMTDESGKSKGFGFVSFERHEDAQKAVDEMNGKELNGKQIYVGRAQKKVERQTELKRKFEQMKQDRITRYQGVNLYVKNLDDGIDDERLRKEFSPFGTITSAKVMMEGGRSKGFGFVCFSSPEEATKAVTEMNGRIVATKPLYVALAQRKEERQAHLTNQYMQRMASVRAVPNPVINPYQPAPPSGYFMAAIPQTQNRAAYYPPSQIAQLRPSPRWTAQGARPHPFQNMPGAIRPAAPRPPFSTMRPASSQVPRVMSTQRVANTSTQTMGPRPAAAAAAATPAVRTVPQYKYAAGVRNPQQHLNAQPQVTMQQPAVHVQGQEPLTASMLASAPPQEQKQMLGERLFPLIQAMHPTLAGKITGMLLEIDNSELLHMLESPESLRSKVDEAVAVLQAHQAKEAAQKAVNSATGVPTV
Rin1 Abl inh – inhibitors of Rin1-Abl protein binding, primary screen, biochemical, TR-FRET. 360,000 compounds, 0.4% hits. inhibition, % at 7.35 µM. Tyrosine-protein kinase ABL1 (Homo sapiens) + Ras and Rab interactor 1 (Homo sapiens), …. AID 588664, 2011; in the data active means inhibition above about 5%, passing the limit was not always enough
* hit, by the source's call; i = inactive; · = no result given.

SMILES	MsrA inhibitor	Tb MetRS inh	Neddyl block	CSN inh	bovine MsrA act	E coli Lon inh	FAS-TE inh	PABP1 MLLE inh	Rin1 Abl inh
Cc1ccc(-c2ccc(CN3C(CC(C)C)C(=O)N(Cc4cn(CC5CCCCC5)nn4)CCS3(=O)=O)cc2)cc1 (stereo not drawn)	-1.4	-1.0	i	-2	0	5	6	-8	-3
Cc1ccc(-n2c3c(c(=O)[nH]c2=O)C(NS(=O)(=O)c2ccc(Cl)cc2)(C(F)(F)F)C(=O)N3)cc1 (stereo not drawn)	0.6	-0.6	i	-1	-3	0	-8	-2	1
CCOc1cc(C2C(C#N)=C(N)OC3=C2C(=O)CC(C)(C)C3)cc([N+](=O)[O-])c1O (stereo not drawn)	0.1	-0.3	i	5	-2	-2	10	9	-1
O=C(O)Cc1cc2c(s1)CCCCC2	-1.5	-1.0	i	1	-9	2	-10	8	0
CC(NC(=O)COC(=O)CNC(=O)C1CCCCC1)c1ccccc1 (stereo not drawn)	-0.6	-0.2	i	0	-10	-4	-11	-1	3
CC(=O)NS(=O)(=O)c1ccc(NC(=O)CN2C(=O)C3C4C=CC(C4)C3C2=O)cc1 (stereo not drawn)	0.4	-0.1	i	-6	-4	-2	-5	16	-1
O=c1[nH]cc(F)c(=O)n1C1OC(CO)C(O)C1O (stereo not drawn)	-1.6	-0.9	i	-2	-4	-9	-5	·	·
COC(=O)c1ccccc1NC(=O)CCCCCn1nnc2ccccc2c1=O	-0.2	-0.5	i	-3	-4	-9	7	5	3
O=C(CNC(=O)c1ccccc1F)OC1CCOC1=O (stereo not drawn)	-0.9	-0.1	i	-3	1	-22	-8	-6	5
O=C(CCC(=O)Nc1ccc(F)cc1)N/N=C/c1cccnc1	0.4	0.5	i	1	-2	5	-3	4	4
C=CCNc1ncnc2c1ncn2[C@H]1CN(Cc2ccccc2)C[C@@H](COC(C)=O)O1	0.5	0.2	i	0	-6	5	-3	11	4
COc1ccc(S(=O)(=O)Nc2ccc3oc4ncccc4c(=O)c3c2)cc1OC	1.9	0.2	i	-3	-4	-7	1	7	-4
COC(=O)N/N=C/c1ccc(-c2cc(Cl)ccc2Cl)o1	2.2	-0.9	i	3	-10	-10	1	-9	-5
O=C(N[C@@H](Cc1c[nH]c2ccccc12)C(=O)O)OCC1c2ccccc2-c2ccccc21	-0.2	-0.2	i	0	1	-6	-2	-16	0
CCNC(=O)C1(C)CCN(C(=O)c2cccc(C#N)c2)C1 (stereo not drawn)	-0.3	-0.2	i	1	-4	-10	-8	1	2
CC(C)C(=O)Nc1sc2c(c1C#N)CCCCC2	0.1	-0.9	i	4	0	6	2	9	2
O=S(=O)(c1cccs1)N1CCc2ccccc21	1.4	-0.2	i	12	2	-2	-4	-14	1
COc1ccccc1NC(=O)Cn1c(=O)n(C)c(=O)c2sc3c(c21)COC(C)(C)C3	0.0	-0.9	i	1	-9	10	-1	-1	1
O=c1[nH]c(CN2CCN(C/C=C/c3ccccc3)CC2)nc2cc(Cl)ccc12	0.4	0.0	i	0	-1	-11	6	-9	0
COc1cc(C(=O)N2CCc3ccccc32)c([N+](=O)[O-])cc1OC	3.0	-0.1	i	-1	-3	-9	0	21	-1
O=C(NC1CCCCC1)c1ccc2c(=O)n(CC3CCCO3)c(=O)[nH]c2c1 (stereo not drawn)	0.2	-0.5	i	-1	-1	2	-7	-5	-2
COc1cccc2cc(C(=O)OCC(=O)NC3CCCC(C)C3C)c(=O)oc12 (stereo not drawn)	0.3	-0.1	i	0	-3	-6	-1	-1	-3
COc1ccc(C2CC(=O)Nc3cc(OC)c(OC)cc32)cc1Br (stereo not drawn)	-1.1	-0.8	i	-2	-11	8	-1	-5	5
CCCOc1ccc(C(=O)CCC(=O)OCC(=O)N2CCN(S(=O)(=O)c3ccc(C)cc3C)CC2)cc1	-0.7	-0.2	i	-2	0	-3	23	-5	2
Nc1ccc(C(=O)c2cccs2)cc1[N+](=O)[O-]	2.9	-0.5	i	4	-9	7	-1	14	0
More structures.
SMILES	MsrA inhibitor	Tb MetRS inh	Neddyl block	CSN inh	bovine MsrA act	E coli Lon inh	FAS-TE inh	PABP1 MLLE inh	Rin1 Abl inh
Cc1ccc(S(=O)(=O)NNc2nc3ccccc3nc2C(F)(F)F)cc1	0.8	-1.1	i	-1	-7	-5	-5	-8	1
Cc1ccc(S(=O)(=O)N2CCCCCC2)cc1C(=O)Nc1cccnc1	0.2	-0.4	i	0	-4	-3	0	-3	0
O=C(COC(=O)CCC1CCCC1)Nc1cccc(S(=O)(=O)N2CCOCC2)c1	-1.1	-0.2	i	6	-8	-3	3	-2	2
CC1CCCCC1NC(=O)COC(=O)c1ccc(S(=O)(=O)NCc2ccco2)cc1 (stereo not drawn)	0.5	-0.8	i	5	-2	-5	-5	3	-2
Cc1ccc(-c2nnn(CC(=O)N(Cc3ccco3)C(C(=O)NC(C)(C)C)c3cccs3)n2)o1 (stereo not drawn)	-1.0	0.9	i	3	-1	-7	8	11	-4
C[C@@H]1CN([C@@H](C)CO)C(=O)c2c(c3ccccc3n2C)-c2ccccc2CO[C@H]1CN(C)C(=O)[C@H](C)c1ccccc1	-0.7	0.4	i	-3	-1	8	9	10	-1
COC(=O)[C@]12CCCCC=C1N(CCC1=CCCCC1)C(=O)[C@H](CC(=O)N1CCC(c3ccccc3)CC1)C2	-0.9	-0.5	i	1	1	7	14	·	·
CCCn1c(CN(C)Cc2ccccc2)nc2c1c(=O)n(C)c(=O)n2C	-0.3	-0.1	i	1	-2	4	-4	-12	-2
CCN(CC(=O)NC(=O)NCc1ccco1)Cc1ccccc1	0.1	-0.1	i	2	-3	-5	-5	8	4
O=C(Oc1ccc(/C=N/Nc2ccccc2)cc1)c1ccccc1	-0.7	-0.4	i	3	-1	7	5	-12	-1
Nc1ccc(-n2ccnc2)cc1	-1.1	-0.8	i	8	-10	-6	-11	-6	0
Cc1ccc(S(=O)(=O)N2CCOCC2)cc1NC(=O)Nc1ccc([N+](=O)[O-])cc1	2.3	-0.1	i	-4	-4	2	24	13	3
Nc1cc(=O)[nH]c(SCCSc2ccccc2F)n1	-0.8	-0.8	i	3	-8	15	-2	9	-1
N#CCCN(Cc1ccccc1)C(=S)Nc1ccc(F)cc1	-1.5	0.3	i	1	-2	3	0	-28	-1
CC(C)(C)S(=O)N1Cc2cc(CO)cc(CCO)c2[C@H]1CCO (stereo partly drawn)	-1.0	0.5	i	3	-2	-1	-8	10	-4
COc1ccc(-n2c(Cc3cccn3C)nnc2SCC(=O)Nc2ccc3c(c2)OCCO3)cc1	1.1	-1.4	i	0	-1	0	3	-6	2
NC(=O)C1CCN(CC(=O)Nc2ccccc2N2CCOCC2)CC1	0.5	-0.6	i	-2	-6	9	-8	-8	-2
COc1ccc(NCc2nnc(SCC(=O)Nc3ccccc3OC)o2)cc1	-1.1	-0.1	i	3	-4	7	-7	36	-2
O=C(NCCc1ccccc1)c1ccc(S(=O)(=O)N2CCCCC2)cc1	-0.6	0.2	i	0	-1	2	2	6	-2
CC(=O)Nc1cc(C)c2nc(NC(C)=O)sc2c1	-0.3	0.8	i	2	-3	-6	-7	-11	-3
COC(=O)c1ccc(-c2ccc(OC)c([C@H]3[C@H]4C=CC[C@@H](C)[C@@H]4C(=O)N3Cc3ccccc3)c2)cc1	-0.2	-0.1	i	3	0	0	48	12	2
CCS(=O)(=O)c1ccc2c(c1)NC(=O)C(CCO)O2 (stereo not drawn)	-0.4	-0.3	i	1	-2	2	-4	3	0
COc1ccccc1CNC(=O)c1cccc(S(=O)(=O)N(C)c2ccccc2)c1	-0.6	-0.7	i	0	-10	7	17	6	3
CS(=O)(=O)c1ccc(C(=O)NC2CCCCC2)cc1	0.4	-0.5	i	-3	-5	19	-11	12	-3
CCOCCn1c(COc2ccc(C)cc2)nc2ccccc21	-1.7	0.0	i	0	0	-2	2	0	0

Some of the entries so far, with two lines to a compound.
Results follow in this order: MsrA inhibitor, Tb MetRS inh, Neddyl block, CSN inh, bovine MsrA act, E coli Lon inh, FAS-TE inh, PABP1 MLLE inh, Rin1 Abl inh
> O=S(=O)(c1cccs1)N1CCc2ccccc21
  1.4, -0.2, i, 12, 2, -2, -4, -14, 1
> COc1ccc(S(=O)(=O)Nc2ccc3oc4ncccc4c(=O)c3c2)cc1OC
  1.9, 0.2, i, -3, -4, -7, 1, 7, -4

Further structures follow:
SMILES	MsrA inhibitor	Tb MetRS inh	Neddyl block	CSN inh	bovine MsrA act	E coli Lon inh	FAS-TE inh	PABP1 MLLE inh	Rin1 Abl inh
Cn1c(/C=C/c2ccc(Br)cc2)nc2ccccc2c1=O	0.1	-0.3	·	1	0	2	6	11	-1
CCCNC(=O)C1CCN(c2cc(-c3ccccc3)nc3ncnn23)CC1	1.1	-0.5	i	-1	2	-1	-7	10	3
COc1ccc(-n2c(SCC#N)nnc2-c2ccc(NS(=O)(=O)c3ccc(C)cc3)cc2)cc1	·	-1.0	i	0	-14	-6	10	-23	-4
Cc1cccc2nc(C(=O)Nc3cccc(C(=O)NC4CC4)c3)cn12	-0.5	-0.2	i	-1	-4	-2	-8	-27	3
COC(=O)/C(=C/Nc1cccc2ccccc12)[N+](=O)[O-]	-0.6	-1.2	·	-2	3	-15	0	3	-7
O=C(CN1CCN(C(=O)c2cc(C3CC3)nn2-c2ccccc2)CC1)Nc1ccc(F)cc1	0.7	-0.2	i	-1	-8	9	-6	-1	2
COc1ccccc1-c1csc(Nc2ccc(Oc3ccccc3)cc2)n1	0.5	-0.6	i	5	-6	-9	23	-6	4
CCC(=O)N1Cc2cc(C(=O)NCC(F)(F)F)nc(-c3cccc(-c4cncnc4)c3)c2[C@H]1CCO	0.6	-1.1	i	-6	-4	-5	-14	·	·
N#Cc1c(N)n(CCOC(=O)c2cccc([N+](=O)[O-])c2)c2nc3ccccc3nc12	0.8	2.8	i	2	-10	-8	6	-8	-2
CCOC(=O)/C(=C\c1ccc(OC(F)F)cc1)C1=Nn2c(nnc2-c2ccc(Cl)cc2)SC1	·	-0.2	i	2	-8	0	23	21	1
Cc1cc(C)cc(NC(=O)Nc2ccc3c(c2)CCC3)c1	0.2	-0.6	i	-1	-7	-10	-7	14	7
C=CCNC(=O)/C(=C\C=C\c1ccccc1)NC(=O)c1ccc(OCCCC)cc1	2.3	-1.4	i	-3	-11	-23	9	0	0
CC1CC(C)CN(c2nc3c(c(=O)n(C)c(=O)n3C)n2CCSc2ncccn2)C1 (stereo not drawn)	0.4	0.1	i	0	-1	1	0	13	0
Cc1cnc(CN(C)C(=O)c2ccc3oc(Cc4ccc(Cl)cc4)nc3c2)[nH]1	-1.6	-0.4	i	0	-2	6	-2	-4	0
CS(=O)(=O)N1CCN(C2Cc3ccccc3C2)CC1	-0.7	-0.3	i	2	-3	6	-10	-5	-2
CC(C)CCNC(=O)C(c1ccco1)N(Cc1cccs1)C(=O)Cn1nnc2ccccc21 (stereo not drawn)	1.6	-1.2	i	-4	-1	-5	9	6	0
